From PubChem BioAssay
HTR5A inv ag = counter-screen for OPRM1-OPRD1 inverse agonists: human HTR5A inverse agonism; HTR5A cell line, luminescence; inhibition, % at 9.3 µM; 340,000 compounds, 0.083% hits; in the data active = inhibition mostly above about 23%, no sharp cut-off; inactive = mostly below about 18%;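 note: 0% = cells with DMSO and 100% = no-cell wells with DMSO; some compounds called inactive have numbers as strong as hits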
V-ATPase pH = alters yeast V-ATPase proton transport; S. cerevisiae, pHLuorin cytosolic pH fluorescence; 350,000 compounds, 0.37% hits; response, % at 10 µM; AID 504577; in the data active = response mostly above about 7.3%, no sharp cut-off; inactive = mostly below about 5.4%; note: actives read high; inactives centre near 0; some compounds called inactive have numbers as strong as hits; reference of the scale not given here
HTR5A ag = HTR5A agonism, opioid heterodimer counter-screen; P47898; activation, % at 9.3 µM; HTR5A agonist assay, luminescence, cell-based; 340,000 compounds, 0.61% hits; in the data active = activation mostly above about 9.5%, no sharp cut-off; inactive = mostly below about 7.6%;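 note: 0% = cells with vehicle only and 100% = reference agonist; strong numbers were not always called active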
MOR-DOR ag = agonists of human mu-delta opioid receptor heterodimerization. cells, OPRM1-OPRD1 heterodimerization, luminescence. activation, % at 9.3 µM. P35372+P41143. 340,000 compounds, 0.3% hits. AID 504326; in the data active = activation above about 18%;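 note: 0% = vehicle-treated cells and 100% = reference agonist; values of inactives mirror those of a sister screen read the other way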
DAGLB inh = diacylglycerol lipase beta (human) inhibition; Q8NCG7; HEK293T DAGLB membrane lysate, EnzChek fluorogenic substrate; inhibition, % at 5.17 µM; 340,000 compounds, 0.059% hits; in the data active = inhibition above about 34%;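 note: 0% = enzyme with vehicle and 100% = wells lacking enzyme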
Target sequence (Q8NCG7 whole entry, looked up): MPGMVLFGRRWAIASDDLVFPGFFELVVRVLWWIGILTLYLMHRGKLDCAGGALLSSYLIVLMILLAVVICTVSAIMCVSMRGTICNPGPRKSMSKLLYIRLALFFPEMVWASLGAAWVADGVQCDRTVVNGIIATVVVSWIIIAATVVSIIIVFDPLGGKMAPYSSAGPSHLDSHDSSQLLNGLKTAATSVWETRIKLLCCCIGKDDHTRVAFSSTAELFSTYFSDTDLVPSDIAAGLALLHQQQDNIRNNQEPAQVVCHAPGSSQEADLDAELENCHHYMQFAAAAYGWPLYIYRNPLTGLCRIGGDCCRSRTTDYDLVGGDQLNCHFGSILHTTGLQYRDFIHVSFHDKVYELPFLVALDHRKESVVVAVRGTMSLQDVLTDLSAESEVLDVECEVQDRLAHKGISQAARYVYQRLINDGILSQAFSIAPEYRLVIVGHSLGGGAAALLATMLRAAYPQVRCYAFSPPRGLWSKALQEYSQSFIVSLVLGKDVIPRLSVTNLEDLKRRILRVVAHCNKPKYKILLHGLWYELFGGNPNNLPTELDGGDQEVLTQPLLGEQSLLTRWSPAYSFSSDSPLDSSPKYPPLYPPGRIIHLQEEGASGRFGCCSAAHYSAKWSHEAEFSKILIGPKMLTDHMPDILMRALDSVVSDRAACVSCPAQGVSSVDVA
DSG3 Ab inh = human desmoglein-3 autoantibody binding inhibition. DSG3-coupled beads, scFv-anti-DSG3-GFP binding, flow cytometry; hits give low values. 310,000 compounds, 0.48% hits. AID 588358. binding (percent of control), % at 10 µM;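 active = binding more than 3 SD below its plate's average and above zero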;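 note: hits lower antibody fragment binding to DSG3; some compounds called inactive have numbers as strong as hits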
PKA-R1A act = PKA-R1A complex activation; 340,000 compounds, 0.083% hits; P00514+P68181; AID 504707; activation, % at 11.4 µM; PKA-R1A dissociation, Cy5-IP20 fluorescence polarization; scaled: DMSO 0%, 113 µM cGMP 100%;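 active = percent activation above the mean of all tested compounds plus 3 SD, cut at about 19% in these data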;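 note: higher means more PKAc released from R1A so a rise in polarization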
OPRM1-OPRD1 inv = inverse agonists of human mu-delta opioid receptor heterodimerization; P35372+P41143; cell-based MOR-DOR heterodimer luminescence, inverse agonism; inhibition, % at 9.3 µM; 340,000 compounds, 0.21% hits; AID 504357; in the data active = inhibition above about 22%, passing the limit was not always enough;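 note: 0% = cells with DMSO and 100% = wells without cells with DMSO; values of inactives mirror those of a sister screen read the other way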
Arr AP2 block = inhibitors of human beta-arrestin and AP2 interaction; FITC-arrestin peptide / GST-AP2 beads, flow cytometry; AP2 beta2 appendage carries R879A mutation; inhibition, % at 10 µM; 340,000 compounds, 0.31% hits; AID 504490;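 active = inhibition above a set limit, near 3 SD of compounds lacking own fluorescence, cut at about 54% in these data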;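 note: plate controls were DMSO wells for no effect and 5 µM unlabelled arrestin peptide for full effect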
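Test system: GST-tagged AP2 beta2-adaptin appendage (R879A) on 4 µm glutathione beads; also added: fluorescein-tagged arrestin peptide at 50 nM final; timing: 12 min plus 1 h, RT; signal: flow cytometry, FL1 (488/535 nm); read-out: percent drop in bead-associated FITC signal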
PKA-R2B act = PKA-R2B complex activation | PKA-R2B holoenzyme dissociation, Cy5-IP20 fluorescence polarization; R2B truncated from residue 108, S112A mutant; 0% DMSO only, 100% 113 µM cGMP | activation, % at 11.4 µM | AID 504700 | 340,000 compounds, 0.079% hits;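 active = activation above a cutoff set at the mean over all compounds plus 3 SD, cut at about 18% in these data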;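 note: higher means more holoenzyme dissociation and a rise in polarization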
Numbers without * were called inactive; / = not tested or not shown. A portion of the library; count on the stated rates, not on these rows.

item | smiles | HTR5A inv ag | V-ATPase pH | HTR5A ag | MOR-DOR ag | DAGLB inh
1 | COc1ccccc1N1CCN(Cc2ccc(Cl)cc2Cl)CC1 | 8 | 4 | 1 | 3.9 | -14
2 | O=C1NCCCCC1(Cl)Cl | -8 | -4 | 2 | 0.4 | 0
3 | O=C1NC(=O)N(c2ccccc2F)C(=O)/C1=C/c1ccc(Sc2nc3ccccc3[nH]2)o1 | 12 | -3 | 7 | -2.3 | 11
4 | CSc1ccc(C(=O)C2CCCN(Cc3cnc(SC)nc3)C2)cc1 (configuration not stated) | -2 | 5 | 1 | 2.7 | -3
5 | CC(C)c1oc(=O)cc2c1[C@@H](O)[C@H]1OC(=O)[C@@]3(C)CC[C@@H](O)[C@@]2(C)C13 (some centres not stated) | 6 | -1 | -3 | 0.2 | -5
6 | CNP(=O)(Oc1ccccc1)OC12CC3CC(CC(C3)C1)C2 (configuration not stated) | -8 | -2 | -2 | 1.4 | 0
7 | C/C(CCc1c[nH]c2ccccc12)=N\O | 2 | 0 | 3 | -0.9 | -1
8 | COc1ccccc1N1C(=O)NC(=O)C2(Cc3cc(C)ccc3N(C)C2)C1=O (configuration not stated) | 4 | -1 | -2 | -2.3 | -6

item | DSG3 Ab inh | PKA-R1A act | OPRM1-OPRD1 inv | Arr AP2 block | PKA-R2B act
1 | 106 | 2 | -22 | -13 | -9
2 | 89 | 3 | -2 | 26 | -2
3 | 131 | -4 | 12 | 32 | -6
4 | 90 | -6 | -19 | -4 | -15
5 | 101 | -10 | -1 | 5 | 1
6 | 122 | 1 | -7 | -11 | -9
7 | 95 | 6 | 5 | 7 | 2
8 | / | -6 | 14 | 6 | -4

In the list so far, 2 contain an aryl methoxy group.
item | smiles | HTR5A inv ag | V-ATPase pH | HTR5A ag | MOR-DOR ag | DAGLB inh
1 | COc1ccccc1N1CCN(Cc2ccc(Cl)cc2Cl)CC1 | 8 | 4 | 1 | 3.9 | -14
8 | COc1ccccc1N1C(=O)NC(=O)C2(Cc3cc(C)ccc3N(C)C2)C1=O (configuration not stated) | 4 | -1 | -2 | -2.3 | -6

item | DSG3 Ab inh | PKA-R1A act | OPRM1-OPRD1 inv | Arr AP2 block | PKA-R2B act
1 | 106 | 2 | -22 | -13 | -9
8 | / | -6 | 14 | 6 | -4

The list continues.
item | smiles | HTR5A inv ag | V-ATPase pH | HTR5A ag | MOR-DOR ag | DAGLB inh
9 | CCc1ccc(CNCCc2ccccc2F)cc1 | -10 | 5 | -2 | 6.5 | -4
10 | c1ccc(C2NCc3ccccc3-n3cccc32)cc1 (configuration not stated) | -6 | 3 | 2 | 0.2 | -1
11 | CN1C(=O)N(C)C(=O)C2(Cc3c(nc4ccccn4c3=O)N3CCc4ccccc4C32)C1=O (configuration not stated) | -4 | -3 | 3 | -2.3 | 4
12 | Cc1ccc(-c2nc3ccccc3c(=O)n2-c2cccnc2)cc1 | 2 | -2 | -1 | -3.1 | 2
13 | O=[N+]([O-])c1cc(F)c(N2CCCC2)cc1Br | -4 | -2 | 1 | 0.3 | -8
14 | CS(=O)(=O)c1ccc(C2=C(CNC(=O)c3ccncc3)[C@H]3CC[C@@H](C2)N3Cc2ccco2)cc1 | / | -1 | / | / | 1
15 | Cc1c(N=Nc2c(O)[nH]c(=S)[nH]c2=O)c(=O)n(-c2ccccc2)n1C | 32 | 1 | -11 | -0.2 | -2
16 | Cc1cccc(-c2nc3ccc(C(=O)N4CCC5(CC4)OCCO5)cc3nc2-c2cccc(C)c2)c1 | -14 | -5 | -4 | -0.4 | -5

item | DSG3 Ab inh | PKA-R1A act | OPRM1-OPRD1 inv | Arr AP2 block | PKA-R2B act
9 | 104 | 2 | -33 | 10 | -11
10 | 101 | -5 | -1 | 7 | -16
11 | 99 | -4 | 13 | -10 | 2
12 | 96 | -6 | 16 | / | 8
13 | 86 | -12 | -2 | 37 | -6
14 | 101 | 14 | / | / | 6
15 | 101 | 14 | 1 | 30 | 4
16 | 100 | -10 | 2 | 3 | -17

Next section.
item | smiles | HTR5A inv ag | V-ATPase pH | HTR5A ag | MOR-DOR ag | DAGLB inh
17 | COc1ccc(OC(=O)N(C)C[C@H]2OCc3cnnn3CCCC(=O)N([C@H](C)CO)C[C@H]2C)cc1 | / | -3 | / | / | -2
18 | Cc1nc2nc(C)c(CCC(=O)N3CCC4(CC3)OCCO4)c(C)n2n1 | 0 | -4 | 1 | -0.2 | -2
19 | O=S(=O)(NC1CCCCC1)OCC(Cl)(Cl)Cl | -4 | 8 | 1 | 4.8 | -1
20 | CN1CCN(Cc2ccccc2Sc2ccccc2)CC1 | 7 | 5 | 0 | -0.6 | 0
21 | CCOP(=O)(OCC)c1cccc(O)c1 | 8 | -4 | -3 | -1.2 | 1
22 | Cc1ccccc1NC1=NCCCS1 | 1 | 2 | 0 | -3.4 | 1
23 | Cc1ccc2c(c1)[C@@H]1CN(C)CC[C@@H]1N2C(=O)Nc1cccc(C(F)(F)F)c1 | / | 1 | / | / | 5
24 | Cc1cc(/C=C2\C(=O)NC(=O)N(Cc3ccccc3Cl)C2=O)c(C)n1-c1ccc(C(=O)O)cc1 | 12 | 3 | -5 | -2.2 | 8
25 | O=C(COc1ccc2ccccc2c1)N1CCN(C2CCN(Cc3ccccc3)CC2)CC1 | -22 | 0 | -4 | 0.0 | -1
26 | CCOC(=O)c1c(C)n(Cc2ccc(F)cc2)c2ccc(O)cc12 | -6 | -4 | 2 | -0.6 | -3

item | DSG3 Ab inh | PKA-R1A act | OPRM1-OPRD1 inv | Arr AP2 block | PKA-R2B act
17 | 100 | 14 | / | / | 4
18 | 93 | 0 | 1 | 11 | -11
19 | 106 | -7 | -28 | 4 | -4
20 | 94 | -2 | 3 | 1 | 5
21 | 84 | -2 | 8 | 6 | 17
22 | 114 | -6 | 19 | 1 | -9
23 | 98 | 9 | / | -2 | -2
24 | 98 | -4 | 11 | 0 | 11
25 | 107 | 0 | 0 | 1 | -1
26 | 96 | -1 | 3 | -2 | -6

Entries shown so far with a Cl atom, in the order listed:
item | smiles | HTR5A inv ag | V-ATPase pH | HTR5A ag | MOR-DOR ag | DAGLB inh
1 | COc1ccccc1N1CCN(Cc2ccc(Cl)cc2Cl)CC1 | 8 | 4 | 1 | 3.9 | -14
2 | O=C1NCCCCC1(Cl)Cl | -8 | -4 | 2 | 0.4 | 0
19 | O=S(=O)(NC1CCCCC1)OCC(Cl)(Cl)Cl | -4 | 8 | 1 | 4.8 | -1
24 | Cc1cc(/C=C2\C(=O)NC(=O)N(Cc3ccccc3Cl)C2=O)c(C)n1-c1ccc(C(=O)O)cc1 | 12 | 3 | -5 | -2.2 | 8

item | DSG3 Ab inh | PKA-R1A act | OPRM1-OPRD1 inv | Arr AP2 block | PKA-R2B act
1 | 106 | 2 | -22 | -13 | -9
2 | 89 | 3 | -2 | 26 | -2
19 | 106 | -7 | -28 | 4 | -4
24 | 98 | -4 | 11 | 0 | 11
